# hIAP activ = human IAP activators, primary screen, biochemical, luminescence, uHTS; Intestinal-type alkaline phosphatase (Homo sapiens), P09923; purified human IAP, CDP-Star luminescence, 30 min; active compounds read high; 1 = vehicle-only enzyme, 0 = enzyme-free background; activation factor at 10 µM; actives 0.16% (n = 330,000); AID 2524, 2010;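 active = activation factor of the enzyme at least 2-fold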; also: the source names both 10 and 20 µM as test concentration; values of inactives mirror those of a sister screen read the other way
# Target sequence (P09923 whole entry, looked up): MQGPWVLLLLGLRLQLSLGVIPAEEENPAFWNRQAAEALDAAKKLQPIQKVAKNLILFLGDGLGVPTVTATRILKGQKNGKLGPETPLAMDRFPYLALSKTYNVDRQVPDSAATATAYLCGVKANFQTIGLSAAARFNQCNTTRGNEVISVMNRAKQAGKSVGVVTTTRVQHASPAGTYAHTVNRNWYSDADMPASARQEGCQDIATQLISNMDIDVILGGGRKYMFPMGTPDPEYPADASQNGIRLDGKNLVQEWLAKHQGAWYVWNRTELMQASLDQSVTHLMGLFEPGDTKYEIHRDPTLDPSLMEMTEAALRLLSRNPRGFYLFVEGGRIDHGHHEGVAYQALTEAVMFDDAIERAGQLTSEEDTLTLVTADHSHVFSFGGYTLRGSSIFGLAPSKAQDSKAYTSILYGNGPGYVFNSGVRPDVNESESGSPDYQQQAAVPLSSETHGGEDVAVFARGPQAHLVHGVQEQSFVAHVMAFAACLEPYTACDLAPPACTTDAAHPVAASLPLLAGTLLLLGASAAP
# A3A deaminase = APOBEC3A ssDNA deaminase inhibitors, primary screen, selectivity assay for APOBEC3G inhibitor project, biochemical, FAM/TAMRA oligo cleavage fluorescence. inhibition, % at 20 µM. AID 493011, 2011. DNA dC->dU-editing enzyme APOBEC-3A (Homo sapiens), P31941. actives 0.41% (n = 330,000). recombinant A3A, FAM/TAMRA ssDNA deamination fluorescence;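 active = at least 40% inhibition at 20 µM here, with at most 30% in a related deaminase screen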;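 also: plate controls were A3A with DMSO for no effect and wells lacking A3A enzyme for full effect; some results filed as inactive read as strong as hits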
# Target sequence (P31941 whole entry, looked up): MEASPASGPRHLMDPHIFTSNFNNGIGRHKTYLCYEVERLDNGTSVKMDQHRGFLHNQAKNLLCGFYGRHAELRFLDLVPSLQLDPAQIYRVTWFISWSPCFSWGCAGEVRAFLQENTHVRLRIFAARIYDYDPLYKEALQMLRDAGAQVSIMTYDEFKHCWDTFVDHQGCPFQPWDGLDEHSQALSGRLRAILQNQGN
# beta cell repl = inducers of MIN6 beta-cell proliferation, primary screen, ATP luminescence, uHTS. MIN6 cells proliferation, ATPlite luminescence, 48 h; cells starved in 0.2% serum; 100% = growth in 10% serum. proliferation, % at 10 µM. actives 0.29% (n = 330,000). AID 2380, 2010;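 active = compounds whose signal lies at least 3.5 SD above the mean of all wells on their plate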;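 also: 0% = DMSO-treated cells in low-serum medium and 100% = 10% serum control; some compounds called inactive have numbers as strong as hits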
# A3G deaminase = APOBEC3G DNA deaminase inhibitors, primary screen, biochemical, fluorescence, single-stranded DNA substrate, uHTS | DNA dC->dU-editing enzyme APOBEC-3G (Homo sapiens), Q9HC16 | recombinant A3G, ssDNA deamination FAM/TAMRA fluorescence | inhibition, % at 20 µM | actives 0.28% (n = 330,000);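 active = inhibition of at least 40% at 20 µM, with no more than 30% in the related APOBEC3A deaminase screen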;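 also: plate controls were DMSO wells with A3G for no effect and wells lacking A3G enzyme for full effect; some compounds called inactive have numbers as strong as hits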
# Target sequence (Q9HC16 whole entry, looked up): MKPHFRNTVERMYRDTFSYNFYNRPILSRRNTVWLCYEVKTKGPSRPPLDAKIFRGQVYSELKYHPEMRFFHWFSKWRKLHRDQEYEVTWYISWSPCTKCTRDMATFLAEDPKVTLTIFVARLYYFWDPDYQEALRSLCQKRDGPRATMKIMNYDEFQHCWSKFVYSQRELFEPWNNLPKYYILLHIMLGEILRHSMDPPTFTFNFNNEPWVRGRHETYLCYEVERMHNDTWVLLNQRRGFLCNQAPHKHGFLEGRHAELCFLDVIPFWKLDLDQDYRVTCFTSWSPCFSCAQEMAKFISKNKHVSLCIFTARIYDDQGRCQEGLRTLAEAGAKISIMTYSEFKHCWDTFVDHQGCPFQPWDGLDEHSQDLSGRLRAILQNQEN
# mIAP block = inhibitors of mouse IAP, primary screen, biochemical, luminescence, uHTS; purified mouse IAP, CDP-Star luminescence, 30 min; inhibition, % at 10 µM; actives 0.2% (n = 330,000); intestinal alkaline phosphatase [Mus musculus];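 active = inhibition of at least 40% at 10 µM in the primary screen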;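 also: plate controls were DMSO with enzyme for no effect and no enzyme wells for full effect; values of inactives mirror those of a sister screen read the other way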
# mIAP activ = activators of mouse IAP, primary screen, biochemical, luminescence, uHTS. intestinal alkaline phosphatase [Mus musculus]. muIAP, CDP-Star luminescence, 30 min; active compounds read high; 1 = vehicle-only enzyme signal, 0 = enzyme-free wells. activation factor at 10 µM. actives 0.24% (n = 330,000). AID 2805, 2010;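 active = activation factor of at least 2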; also: the source names both 10 and 20 µM as test concentration; values of inactives mirror those of a sister screen read the other way
#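 Assay system: mouse IAP enzyme; reagent: chemiluminescent substrate CDP-Star; dosing: test compounds delivered from DMSO solution; schedule: 30 min at room temperature; measured by: luminescence from enzymatic CDP-Star hydrolysis; controls: DMSO-only wells and no-enzyme negative control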
# MPTP block = mitochondrial permeability transition pore inhibitors, primary screen, biochemical, isolated mouse mitochondria, absorbance; Ca2+ swelling absorbance, 30 min; inhibition, % at 10 µM; actives 1.4% (n = 360,000);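 active = inhibition of 50% or more, scaled per plate between neutral and stimulator controls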;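 also: 0% = DMSO wells given calcium and 100% = 1 mM EGTA wells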
# ATG4B inh = ATG4B protease inhibitors, primary screen, biochemical, fluorescence, uHTS; inhibition, % at 8.33 µM; AID 504462, 2011; actives 0.51% (n = 340,000); Cysteine protease ATG4B (Homo sapiens), Q9Y4P1; ATG4B cleavage of LC3-PLA2, NBD-HPC fluorescence, 1 h; in the data active = inhibition above about 40%
# hIAP inh = human IAP inhibitors, primary screen, biochemical, luminescence, uHTS; purified IAP, CDP-Star luminescence, 30 min; inhibition, % at 10 µM; actives 0.12% (n = 330,000); AID 2544, 2010;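 active = inhibition reaching a set limit with compound at 10 µM in the primary screen, cut at about 35% in these data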;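 also: plate controls were DMSO wells with enzyme for no effect and no-enzyme buffer wells for full effect; values of inactives mirror those of a sister screen read the other way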
# An asterisk follows results filed as active; & = joins results of further samples.
SMILES,hIAP activ,A3A deaminase,beta cell repl,A3G deaminase,mIAP block,mIAP activ,MPTP block,ATG4B inh,hIAP inh
CCn1c(SCc2cccc(F)c2)nnc1-c1cccnc1,1,-2,-1,-6,8,0.92,1.4,7,-4
C[C@H](CO)N1C[C@H](C)[C@@H](CN(C)S(=O)(=O)c2ccccc2)Oc2c(NC(=O)CCC(F)(F)F)cccc2C1=O,0.98,-2,-1,-5,8,0.92,0.0,-2,2
c1ccc(C2CC(c3ccccc3)n3c(nc4ccccc43)N2)cc1 (stereo not given),0.93,1,0,-3,0,1,-1.7,-4,7
CCOC(=O)c1csc(NC(=O)CSc2nnnn2-c2ccc(OC)c(OC)c2)n1,0.84,-2,-1,-5,5,0.95,0.7,-14,16
O=C1N(Cc2cccnc2)C[C@@H]2C[C@@H](c3cccc(C(F)(F)F)c3)N3CCC[C@@]123,0.82,-3,2,-6,5,0.95,3.3,-5,18
Cc1cccc(NC(=O)C2CC(=O)N(Cc3ccccc3)C2)n1 (stereo not given),0.98,3,-2,4,-2,1,0.1,3,2
CCCCC(=O)Nc1ccc(NC(=O)c2ccc3c(c2)OCO3)cc1OC,0.94,-2,-1,-6,2,0.98,1.7,-3,6
CN(Cc1ccccn1)Cc1nc(-c2ccc(Cl)cc2)no1,1,-3,0,-1,7,0.93,1.9,-2,0
CSC1=N/C(=C\c2ccc(Cl)cc2)C(=O)N1N(C)C,0.88,0,-3,3,12,0.88,0.9,6,12
COC(=O)c1ccc(N2CCOCC2)c(NC(=O)c2ccco2)c1,0.96,-1,2,-7,0,0.99,-0.9,4,4

# Brought forward from above: four entries; new compounds follow.
SMILES,hIAP activ,A3A deaminase,beta cell repl,A3G deaminase,mIAP block,mIAP activ,MPTP block,ATG4B inh,hIAP inh
CCCCC(=O)Nc1ccc(NC(=O)c2ccc3c(c2)OCO3)cc1OC,0.94,-2,-1,-6,2,0.98,1.7,-3,6
CN(Cc1ccccn1)Cc1nc(-c2ccc(Cl)cc2)no1,1,-3,0,-1,7,0.93,1.9,-2,0
CSC1=N/C(=C\c2ccc(Cl)cc2)C(=O)N1N(C)C,0.88,0,-3,3,12,0.88,0.9,6,12
COC(=O)c1ccc(N2CCOCC2)c(NC(=O)c2ccco2)c1,0.96,-1,2,-7,0,0.99,-0.9,4,4
O=C(NCc1ccc(F)cc1)Nc1cccc([N+](=O)[O-])c1,0.85,7,0,-1,6,0.94,62*,36,15
O=c1oc(CCCO)cc2ccccc12,0.98,1,-1,-2,-5,1,-0.4,6,2
O=C(NCc1cccnc1)c1ccccc1-c1ccccc1,0.92,1,2,-3,4,0.95,-0.4,-1,8
NC(=O)NC(=O)CSc1cccc(C(F)(F)F)c1,0.94,5,-2,-3,2,0.98,-0.9,-6,6
CCOc1ccc(Cn2nnc(C(=O)NCc3ccccc3)c2N)cc1,0.94,0,-4,-2,5,0.95,0.1,1,6
CC(C)n1cc(CN2CCCC(CNS(=O)(=O)c3cccc4cccnc34)C2)cn1 (stereo not given),1.1,-1,1,-8,-4,1,-0.8,5,-6
NS(=O)(=O)c1ccc(CCNC(=O)c2ccc(Cl)c(S(=O)(=O)NCc3ccco3)c2)cc1,1,0,0,3,11,0.89,2.1,-4,-1
Oc1ccccc1CNCC12CC3CC(CC(C3)C1)C2,1.1,-3,-6,-7,2,0.98,0.2,3,-9
COC(=O)CN1C(=O)C(C)(C)Oc2ccc(C(=O)NC3CC3)cc21,0.94,0,3,-1,-1,1,-1.3,-4,6
COc1ccc(C(=O)OCC(=O)NC2CC2)cc1[N+](=O)[O-],0.83,0,0,-1,1,0.99,1.2,-10,17

# Look-ups from the list:
# Under A3G deaminase, O=C(NCc1ccc(F)cc1)Nc1cccc([N+](=O)[O-])c1 is listed with -1
# Under A3A deaminase, COc1ccc(C(=O)OCC(=O)NC2CC2)cc1[N+](=O)[O-] is listed with 0

# Next section.
SMILES,hIAP activ,A3A deaminase,beta cell repl,A3G deaminase,mIAP block,mIAP activ,MPTP block,ATG4B inh,hIAP inh
COc1ccc(NC(=O)CNC(c2ccccc2)c2ccccc2)cc1,1.2,-5,0,-8,-7,1.1,0.5,4,-21
CC(C)(C)C(=O)Nc1ncc(C(F)(F)F)cc1Cl,0.95,-1,3,-4,0,1,0.0,-11,5
C/C=C(\C)c1nnc(NC(=O)OCC)s1,0.91,-1,-1,-3,6,0.94,1.6,-12,9
O=C(CSc1nnc(C2CCCCC2)n1Cc1ccccc1)NCc1ccco1,0.96,5,0,2,2,0.98,-0.2,0,4
c1ccc2sc(C3CCN(Cc4nnnn4Cc4ccc5c(c4)OCO5)CC3)nc2c1,0.91,-6,-3,-7,-8,1.1,5.3,6,9
Cc1nn(C(C)C(=O)NCC2CCCO2)c(=O)c2cc3occc3n12 (stereo not given),1.1,-2,0,-3,1,0.99,0.8,-1,-14
COc1cccc(OC)c1-c1nn2c(-c3ccco3)nnc2s1,1.1,-3,1,-9,6,0.94,6.6,-4,-15
COc1ccc(N2CCN(C(=O)c3c(-c4ccccc4)noc3C)CC2)cc1,1,2,-1,-5,3,0.97,-1.5,-4,-1
N#CNC(=Nc1ccc(F)cc1)SCc1ccccc1,0.95,0,-1,-2,3,0.97,4.3,0,5
CN(CC(=O)NCc1ccccc1)S(=O)(=O)c1cnc[nH]1,1.2,0,0,-2,3,0.97,-1.1,-2,-24
CCc1ccc(OCC(O)CN2CCN(c3ccccc3)CC2)cc1 (stereo not given),0.9,-3,-2,-6,-7,1.1,0.0&0.8,-2&-7,10
COc1ccc(-c2c[n+](CC(=O)N3c4ccccc4Sc4ccccc43)c3n2CCC3)cc1,1.1,-1,-3,-5,-7,1.1,3.3,-8,-8
CCOC(=O)CSc1cc(C)c(C#N)c2nc3ccccc3n12,1,4,-6,-1,-1,1,30,-11,-2
CCc1ccc(CCC(=O)Nc2ccc(C)c(C)c2)o1,0.87,-1,-2,-7,8,0.92,-0.2,7,13
Cc1cccc(-n2ncc3c(=O)[nH]c(SCC(=O)Nc4cc(C)on4)nc32)c1,1.1,1,-3,2,1,0.99,-0.9,4,-12
CCOC(=O)CN(C(=O)CSc1nnc(-c2ccncc2)n1CCCOC)c1ccccc1,1.1,-1,-4,-4,-16,1.2,-0.4,4,-9
O=c1[nH]cnc2c([N+](=O)[O-])cccc12,0.84,-2,1,-3,-2,1,-6.1,-7,16
COc1cc(C(=O)Nc2nncs2)cc(OC)c1OC,1,-2,-1,-4,3,0.97,0.5,-13,0
Cc1cc(F)ccc1S(=O)(=O)N1CCCOC1CNC(=O)C(=O)NCc1ccncc1 (stereo not given),0.85,0,-4,-2,3,0.97,-0.9,2,15
COc1ccc(CCNC(=O)c2cc(C3CC3)nc3c2cnn3C(C)C)cc1OC,1.1,0,-4,3,6,0.94,-0.3,1,-8
CC(Oc1ccc(F)cc1)C(=O)Nc1cc(Cl)ccc1-n1cncn1 (stereo not given),1.2,1,2,-2,11,0.89,-0.4,-5,-16
COc1ccc(-c2csc3ncnc(N4CCN(c5cccc(C)c5C)CC4)c23)cc1,0.92,-1,-7,-2,0,1,1.9,-2,8
COc1cc(OC)c2c(C)cc(=O)oc2c1C(CCN1CCOCC1)c1ccc(N(C)C)cc1 (stereo not given),1,0,-5,-6,2,0.98,0.1,3,-1
CCOC(=O)C1CCCN(S(=O)(=O)c2ccc(OC)cc2)C1 (stereo not given),0.99,-5,-3,-7,2,0.98,-2.4,6,1
COCCn1c(SCc2ccc(F)cc2)nc2ccccc2c1=O,0.91,-5,1,-9,4,0.96,1.6,5,9
Clc1cccc(-c2nc(NCCN3CCOCC3)c3ccccc3n2)c1,0.89,-2,-2,-5,13,0.87,-2.2,-7,11
O=C(c1cc(COc2c(F)cccc2F)on1)N1CCc2ccccc2C1,1,0,-2,-4,5,0.95,2.4,21,-1
c1csc(-n2nc3ccccc3n2)c1,0.83,-1,-2,-3,0,1,-1.4,0,17
Cc1cc(N=Cc2c(O)n(-c3cccc(C(F)(F)F)c3)c(=O)c3ccccc23)no1,0.91,-6,-4,-8,11,0.89,0.8,10,9
C=CCc1cccc(/C=N/NC(=O)CNc2ccccc2OC)c1O,1,-1,-6,-3,8,0.92,40,-10,-1
CN(C)CCNC(=O)COc1cccc2c1OC(C)(C)C2,0.94,1,1,-4,0,1,4.3,-8,6
CCn1cc(/C=N\NC(=O)c2csc3ccccc23)c(C)n1,0.85,7,-2,2,21,0.79,9.2,-12,14
CCOc1ccc(CC(=O)OCn2nnc3ccccc3c2=O)cc1,1.2,3,-2,5,0,1,4.4,2,-19
CS(=O)(=O)NNC(=O)c1sccc1OCc1ncc(C(F)(F)F)cc1Cl,1.2,0,-2,-7,2,0.98,0.4,0,-15
CN(C)c1nc(OCCNC(=O)Nc2ccc(Cl)cc2)nc(N(C)C)n1,1.1,1,1,-5,-23,1.2,4.8,0,-7
CC1CCCN(CCCNC(=O)c2nn(C)c3c2CS(=O)(=O)c2ccccc2-3)C1 (stereo not given),0.93,3,7.0*,4,6,0.94,-0.3,5,7
CSc1nc(SCC(=O)NCc2ccco2)c2c3c(sc2n1)COC(C)(C)C3,0.87,20,-1,-1,7,0.93,-1.9,-5,13
COc1ccc2[nH]c3c4c(ccc3c2c1)C(=O)C=CC4=O,0.79,1,-6,20,13,0.87,5.8,5,22
CN(C)CCNC(=O)C(=O)NCC1OCCN1S(=O)(=O)c1ccc2c(c1)OCCO2 (stereo not given),0.85,-1,0,-7,3,0.97,-0.4,17,15
O=C(c1cnn2c(-c3ccccc3)cc(-c3ccccc3)nc12)N1CCN(Cc2ccccc2)CC1,0.8,-3,-6,-6,7,0.93,0.5,2,20
O=C(Nc1cc(Cl)ccc1-n1cncn1)c1ccc(Br)o1,0.84,31,0,-4,3,0.97,-1.0,9,16
COc1cc(OC)c(OC)cc1NC(=O)CC1COc2ccccc2O1 (stereo not given),0.97,0,-3,-5,-14,1.1,2.3,-5,3
CC(=O)c1cc(-c2ccccc2)n(CCC(=O)NC2CCCCCCC2)c1C,1.1,4,-2,-1,-4,1,0.3,1,-10
O=C(Nc1cccc(Cl)c1)N1CCCC1,1.1,1,-2,2,-10,1.1,-0.6,-10,-11
CCCOc1ccc(C2=NNC(=O)CC2)cc1,0.87,-5,2,-10,7,0.93,-0.9,-5,13
CC(C)(C)c1ccc(C(=O)N2CCN(CCNC(=O)C(=O)NCc3ccc(Cl)cc3)CC2)cc1,0.86,-2,-5,1,0,1,-0.6,0,14
COC(=O)c1sc(NC(=S)NC(=O)c2cccc(Br)c2)nc1C,0.79,-5,-5,6,9,0.91,90*,7,21
Cc1cc(NC(=O)CCC(=O)N(Cc2ccco2)C2(C(=O)NC3CCCCC3)CCCCC2)no1,1.1,-2,2,0,-1,1,-0.5,-15,-13
COc1ccc(-c2nnc(NC(=O)c3ccco3)s2)cc1,1.3,-1,-3,-4,-2,1,-0.1,1,-26
CNS(=O)(=O)c1cccc(C(=O)OCC(=O)NC2CCCC(C)C2C)c1 (stereo not given),1,-2,-2,-5,3,0.97,0.1,-13,0
